Bioassay records deposited in PubChem by several laboratories.
TROY signal inh: TROY signaling inhibition | Q293 LMP1-TROYcd NF-kB luciferase reporter, 4 h | inhibition, % at 10 µM | actives 0.98% (n = 360,000) | AID 1347056;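 active means compounds whose plate-normalised and pattern-corrected inhibition of the luciferase reporter signal at the single screening dose is 50% or more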
LMP1 NFkB inh: Epstein-Barr LMP1 NF-kappaB reporter inhibition; LMP1-induced NF-kappaB luciferase reporter cells, luminescence; inhibition, % at 12.5 µM; actives 0.69% (n = 350,000); AID 504558; in the data active means inhibition above about 41%;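 further: 0% = neutral control wells and 100% = reference inhibitor control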
SRC3 inh: human NCOA3 inhibition; inhibition, % at 3.6 µM; actives 0.17% (n = 360,000); AID 588352; HEK293 GAL4-SRC3 luciferase reporter, luminescence; Q9Y6Q9;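 active means inhibition above a per-campaign cutoff, the mean of all compounds plus 3 SD, cut at about 60% in these data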;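 further: 0% = DMSO-treated cells and 100% = gossypol-treated cells at 36 µM; higher means less SRC3-driven luciferase light from the GAL4 reporter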
NR5A2 inv ag: suppresses constitutive activity of human LRH-1. HEK293T StAR-luciferase reporter, LRH-1 transfected, 24 h. inhibition, % at 3.6 µM. actives 0.13% (n = 360,000);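 active means inhibition above the mean inhibition of all tested compounds plus 3 SD, cut at about 73% in these data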;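 further: 0% = DMSO wells and 100% = reporter-only cells lacking LRH-1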
TRAIL sens C8: caspase-8 TRAIL sensitization; AID 624354; NB7+C8 cells + TRAIL, ATPlite viability luminescence; inhibition (viability loss, TRAIL sensitization), % at 10 µM; actives 1% (n = 360,000);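 active means compounds causing at least 50% loss of cell viability in the single-dose screen, relative to plate controls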
NOD2 RIPK2 PPI: inhibitors of human NOD2-RIPK2 interaction; inhibition, % at 4.98 µM; AID 624267; actives 0.38% (n = 360,000); O43353; CHO BLA complementation NOD2-RIPK2, CCF4 ratio; in the data active means inhibition above about 21%;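 further: 0% = vehicle only and 100% = reference blocker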
COUP-TFII inh: blocks human COUP-TFII nuclear receptor; P24468; HEK293T NGFI-A luciferase reporter, luminescence; inhibition, % at 8.6 µM; actives 0.7% (n = 370,000); AID 686940;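 active means inhibition above a per-plate cutoff, mean inhibition of test wells between control levels plus 3 SD, cut at about 38% in these data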;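 further: cells cotransfected with COUP-TFII expression vector driving the NGFI-A reporter; 0% = median of COUP-TF2 test wells and 100% = reporter-only cells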
TLR9-MyD88 inh: TLR9-MyD88 interaction inhibition; Q9NR96+Q99836; CHO BLA complementation TLR9-MyD88, CCF4 FRET ratio; inhibition, % at 4.98 µM; actives 0.21% (n = 340,000); AID 504734;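 active means inhibition above the mean over all tested compounds plus 3 SD, cut at about 21% in these data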;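 further: 0% = DMSO only wells and 100% = clavulanate BLA inhibitor control wells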
Target sequence (Q99836 whole entry, looked up): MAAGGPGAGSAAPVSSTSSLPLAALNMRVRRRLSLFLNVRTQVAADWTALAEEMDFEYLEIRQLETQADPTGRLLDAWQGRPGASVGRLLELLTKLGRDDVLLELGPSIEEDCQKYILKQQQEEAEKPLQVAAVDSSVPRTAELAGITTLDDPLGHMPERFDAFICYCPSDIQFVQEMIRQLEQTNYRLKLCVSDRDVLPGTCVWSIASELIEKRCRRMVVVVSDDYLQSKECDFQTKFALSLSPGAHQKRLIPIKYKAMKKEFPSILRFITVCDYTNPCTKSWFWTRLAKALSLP
Target sequence (Q9NR96 whole entry, looked up): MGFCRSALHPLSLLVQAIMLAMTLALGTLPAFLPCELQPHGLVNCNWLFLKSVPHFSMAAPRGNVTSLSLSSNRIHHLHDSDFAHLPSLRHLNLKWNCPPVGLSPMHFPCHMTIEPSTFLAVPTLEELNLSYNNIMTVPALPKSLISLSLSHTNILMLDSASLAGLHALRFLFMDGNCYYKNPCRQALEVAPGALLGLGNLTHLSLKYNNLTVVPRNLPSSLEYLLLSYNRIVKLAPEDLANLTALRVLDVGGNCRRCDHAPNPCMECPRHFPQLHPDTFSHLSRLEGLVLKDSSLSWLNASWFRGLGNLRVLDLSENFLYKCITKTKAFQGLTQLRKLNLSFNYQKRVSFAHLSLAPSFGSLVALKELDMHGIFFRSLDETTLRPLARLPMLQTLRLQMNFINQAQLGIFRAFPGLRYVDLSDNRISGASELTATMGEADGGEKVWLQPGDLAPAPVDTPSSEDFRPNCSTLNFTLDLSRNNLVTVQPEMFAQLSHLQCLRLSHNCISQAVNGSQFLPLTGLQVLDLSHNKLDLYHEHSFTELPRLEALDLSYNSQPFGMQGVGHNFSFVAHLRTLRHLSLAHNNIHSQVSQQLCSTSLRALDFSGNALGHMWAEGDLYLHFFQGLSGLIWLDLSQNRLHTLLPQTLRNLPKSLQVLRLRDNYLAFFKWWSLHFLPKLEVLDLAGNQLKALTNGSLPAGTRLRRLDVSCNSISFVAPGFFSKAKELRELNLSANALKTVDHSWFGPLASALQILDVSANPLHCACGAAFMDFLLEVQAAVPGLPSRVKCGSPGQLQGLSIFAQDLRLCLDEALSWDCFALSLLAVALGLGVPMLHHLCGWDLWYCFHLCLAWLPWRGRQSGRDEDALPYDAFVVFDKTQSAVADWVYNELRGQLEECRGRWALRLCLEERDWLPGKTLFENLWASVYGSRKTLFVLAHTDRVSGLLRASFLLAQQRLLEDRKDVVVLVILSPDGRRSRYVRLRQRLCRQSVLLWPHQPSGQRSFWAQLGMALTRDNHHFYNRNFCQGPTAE
SRC2 inh: human SRC2 (NCOA2) inhibition. Q15596. HEK293 GAL4-SRC2 luciferase reporter, luminescence. inhibition, % at 9 µM. actives 0.17% (n = 370,000). AID 651957;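 active means inhibition above the mean inhibition of all tested compounds plus 3 SD, set per campaign, cut at about 52% in these data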;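 further: 0% = DMSO treated cells and 100% = cells given Gossypol at 36 µM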
TWEAK Fn14 block: TWEAK-Fn14 signaling inhibition; TWEAK-stimulated Fn14 reporter cells, luciferase luminescence, 8 h; inhibition, % at 10 µM; actives 2% (n = 360,000); AID 1159606; in the data active means inhibition above about 50%
NCOA1 inh: human NCOA1 inhibition; HEK293 GAL4-SRC1 luciferase reporter, luminescence; actives 0.12% (n = 360,000); inhibition, % at 3.6 µM;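 active means inhibition above the campaign mean plus 3 SD, with each screening campaign given its own cutoff, cut at about 60% in these data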;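 further: 0% = DMSO treated cells and 100% = gossypol at 36 µM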
Starred values were filed as active, the others as inactive; / = no result given.

SMILES | TROY signal inh | LMP1 NFkB inh | SRC3 inh | NR5A2 inv ag | TRAIL sens C8 | NOD2 RIPK2 PPI | COUP-TFII inh | TLR9-MyD88 inh | SRC2 inh | TWEAK Fn14 block | NCOA1 inh
O=C(N/N=C/c1ccccc1O)C(=O)N1CCCCCC1 | -25 | -7 | -5 | -17 | 21 | -8 | -13 | 5 | -9 | -23 | 1
CCCCc1nc2ccccc2c(NC(=O)CNC(C)(C)C)c1CCC | -14 | 3 | 19 | 9 | -4 | -8 | -6 | 3 | -5 | 1 | -12
O=C(N/N=C/c1cccs1)c1[nH]ncc1Br | -27 | -8 | -72 | -137 | 16 | -3 | -45 | -12 | -32 | -20 | -50
COc1ccccc1Cn1c(=S)[nH]c2cc(C(=O)NCc3cccnc3)ccc2c1=O | 19 | -3 | 4 | 6 | 1 | -5 | 9 | 3 | 20 | 30 | 11
O=C(O)c1cccc(NC(=O)c2ccc3c(c2)C(=O)N(Cc2ccco2)C3=O)c1 | 4 | -2 | 4 | 11 | 10 | 0 | 6 | -1 | -18 | 1 | -11
CCOC(CC(=O)NNC(=O)c1c(-c2ccccc2Cl)noc1C)OCC | -20 | 0 | 13 | 8 | 3 | 0 | 2 | 3 | -12 | -3 | 6
O=C(COc1coc(CN2CCN(c3ccc(F)cc3)CC2)cc1=O)NCC1CCCO1 (configuration not stated) | 3 | -6 | -8 | -8 | 11 | 5 | -12 | -3 | 0 | 0 | -5
COc1cc(/C=N/NC(=Nc2ccc(C)cc2)c2nc3ccccc3s2)ccc1O | 88* | 18 | 85* | -14 | 52* | -6 | 28 | -3 | 25 | 107* | 84*
COc1cc2c(cc1OC)CN(C(=O)c1cc(S(=O)(=O)N3CCOCC3)ccc1Cl)CC2 | 7 | -9 | -2 | 6 | -17 | 4 | 2 | 2 | 2 | -30 | -14
CC(C)(C)OC(=O)N1CCC(c2c(C(=O)O)cnn2-c2ccccc2Cl)CC1 | -4 | -6 | 5 | -8 | 5 | 6 | -4 | 6 | 6 | -8 | -20
O=C(NCCCNC(=O)c1cc(Cl)ccc1Cl)c1cnccn1 | -16 | -8 | -6 | 5 | -13 | -15 | 4 | -14 | -25 | 37 | -2
COc1ccc(Cl)cc1S(=O)(=O)NC(C)C(=O)NCc1ccc2c(c1)OCO2 (configuration not stated) | -9 | -3 | -19 | -2 | 8 | -13 | 19 | -1 | 0 | 57 | 9
CCC(=O)Nc1nnc(SCC(=O)NCC2CCCO2)s1 (configuration not stated) | -12 | 2 | 9 | 7 | -8 | -9 | -4 | -8 | 5 | 1 | -11
O=C(COc1cccc2ccccc12)N1CCN(c2ccccc2)CC1 | -34 | 3 | -5 | -22 | -5 | 5 | 10 | -6 | -2 | -18 | -2
Cc1cccn2c(=O)c(/C=C(\C#N)C(=O)NCc3ccco3)c(N3CCCC(C)C3)nc12 (configuration not stated) | 1 | -7 | 1 | 0 | 9 | -5 | 5 | 0 | -6 | -7 | -23

SRC3 inh, entries above that show a hit
compound	LMP1 NFkB inh	SRC3 inh	NR5A2 inv ag	NOD2 RIPK2 PPI	COUP-TFII inh	TLR9-MyD88 inh	SRC2 inh	TWEAK Fn14 block	NCOA1 inh
COc1cc(/C=N/NC(=Nc2ccc(C)cc2)c2nc3ccccc3s2)ccc1O	18	85*	-14	-6	28	-3	25	107*	84*

An excerpt from above in order of their number in SRC2 inh, highest first:
Compound	SRC2 inh
CCC(=O)Nc1nnc(SCC(=O)NCC2CCCO2)s1 (configuration not stated)	5
O=C(O)c1cccc(NC(=O)c2ccc3c(c2)C(=O)N(Cc2ccco2)C3=O)c1	-18
O=C(NCCCNC(=O)c1cc(Cl)ccc1Cl)c1cnccn1	-25

Carrying on:
SMILES | TROY signal inh | LMP1 NFkB inh | SRC3 inh | NR5A2 inv ag | TRAIL sens C8 | NOD2 RIPK2 PPI | COUP-TFII inh | TLR9-MyD88 inh | SRC2 inh | TWEAK Fn14 block | NCOA1 inh
CCCc1cc(=O)[nH]c(SCC(=O)c2c(C)[nH]c3ccccc23)n1 | 6 | -14 | 16 | -3 | -22 | -21 | 1 | 0 | -23 | 7 | 6
CC(C)NC(=O)Nc1cccs1 | -27 | -6 | 8 | 4 | -9 | 5 | -1 | -3 | -13 | -1 | -7
CC(=O)N1CC2([N+](=O)[O-])CN(C(C)=O)CC([N+](=O)[O-])(C1)C2(C)C | -25 | -5 | 2 | 0 | -5 | -6 | -7 | -7 | 14 | 2 | 10
N#CC1=C(N)OC2=C(C(=O)CCC2)C1CCc1ccccc1 (configuration not stated) | -1 | -13 | 17 | 11 | -7 | -12 | -29 | -8 | -5 | -11 | 2
C=CCn1c(SCC(=O)Nc2nccs2)nnc1-c1ccco1 | 5 | 6 | 10 | -6 | 7 | 1 | 0 | -6 | -8 | 13 | 4
CCOC(=O)/C(C#N)=C/Nc1ccccc1NS(=O)(=O)c1ccc2c(c1)OCCO2 | -4 | 3 | 27 | 20 | 15 | 0 | 6 | -16 | 14 | 5 | 7
O=C(Cc1cccs1)Nc1ccc(Cl)c(S(=O)(=O)N2CCOCC2)c1 | 19 | 15 | 16 | 2 | 18 | 11 | 22 | -1 | 18 | 5 | -11
Cn1c(=O)n(CCc2ccccc2)c(=O)c2c1nc1n2CCCN1Cc1ccccc1 | 29 | 1 | 17 | -13 | 25 | -15 | 16 | -10 | -34 | 52* | -10
Cc1cccc(Oc2ccc(S(=O)(=O)N3CCCCC3)cc2NC(=O)C2=COCCO2)c1 | -2 | -10 | 9 | -7 | 1 | 7 | 0 | 7 | -21 | -17 | -15
O=S(=O)(c1ccc(F)cc1)N1CCc2ccccc2C1 | 6 | 0 | -7 | 21 | -34 | 5 | -8 | -5 | 13 | 0 | -28
COc1ccc(NC(=O)Nc2ccc(OCc3ccccc3)cc2)cn1 | -9 | 3 | 12 | 15 | 1 | -2 | 11 | -8 | 13 | 23 | -23
COc1ccccc1NC(=O)CSc1nc(=O)n(Cc2ccncc2)c2c1CCCC2 | -18 | -7 | 13 | -26 | -1 | -6 | -26 | 3 | 8 | -5 | -2
CCNc1nc(NC(C)C)nc(NS(=O)(=O)c2ccc(C)cc2)n1 | -1 | -18 | -4 | -13 | 8 | 8 | 8 | 5 | 10 | 14 | -1
CC1(c2nnc(-c3ccc(F)cc3)o2)CC(c2c(Cl)cccc2Cl)=NO1 (configuration not stated) | 4 | 7 | -27 | -6 | 2 | -5 | 7 | 2 | -4 | -15 | -23
CC(C)(C)OC(=O)N1CCC(NC(=O)c2nc[nH]c2C(=O)N2CCN(c3ccccc3)CC2)CC1 | 10 | -1 | -15 | 15 | 5 | 3 | -7 | 1 | 4 | 17 | 4
CC(CN1CCCCC1)OC(=O)c1ccc2c(c1)OCO2 (configuration not stated) | -28 | 43* | -3 | -27 | -5 | -10 | 2 | -4 | -14 | 10 | -11
Cc1cc(C)c2c(=O)[nH]c(SCC(=O)N3CCOCC3)nc2n1 | 0 | -44 | -5 | -6 | -6 | -5 | -14 | 4 | 6 | -40 | 0
Cc1cccc(NS(=O)(=O)c2cccc(C(=O)N3CCCCCCC3)c2)c1 | 1 | 39 | 12 | 1 | 7 | 7 | 14 | 5 | 3 | 3 | 9
CNC(=O)CSc1nnnn1-c1ccc(C)cc1C | -6 | 6 | 14 | -11 | 9 | 2 | -4 | -6 | -12 | -5 | -11
CC12CCC(C(=O)NCc3ccc4c(c3)OCO4)(OC1=O)C2(C)C (configuration not stated) | -12 | 0 | 16 | 9 | -10 | -6 | -5 | 3 | -3 | 0 | -10
COCOc1ccc(-c2ncc(OC)nc2NC(=O)c2ccsc2)cc1 | 7 | / | 4 | -8 | -13 | -17 | -1 | / | 2 | -7 | 6
NC(=O)CC(NC(=O)OCc1ccccc1)C(=O)O (configuration not stated) | 8 | -2 | 17 | -4 | -12 | 14 | 8 | -2 | 8 | -36 | 2
CCCSc1nnc(N2C(=O)C(O)=C(C(=O)c3ccco3)C2c2ccccc2F)s1 (configuration not stated) | -17 | 4 | -8 | 0 | -11 | 14 | -5 | 1 | -30 | 3 | -13
CN(CC(=O)Nc1cccc(F)c1)C(=O)CSc1ccccc1F | -19 | 3 | -50 | -2 | -15 | -16 | -7 | 17 | -7 | -10 | -26
COc1cc(-c2cc(C(=O)Nc3nc4ccccc4s3)c3ccccc3n2)cc(OC)c1OC | -20 | 8 | -3 | -11 | -10 | 2 | -13 | 9 | -24 | 41 | -23
CCCn1c(/C=C/c2ccco2)nc2ccccc21 | -22 | -38 | -10 | -6 | 0 | -4 | 6 | 2 | 10 | 20 | -23
O=C(COc1ccc(F)cc1)NNC(=O)c1cc2ccccc2oc1=O | 0 | -5 | 3 | 3 | -7 | -8 | -7 | 4 | -2 | -3 | -2
C=CCOc1c(Br)cc(CNc2nccs2)cc1OC | 9 | 0 | 0 | -3 | 8 | -3 | -6 | 2 | -8 | 1 | -17
O=C1Nc2ccccc2Nc2ncccc21 | -12 | -13 | 1 | 8 | 5 | 4 | 23 | -2 | 14 | 7 | 6
Cn1cc([N+](=O)[O-])c(C(=O)Nc2nc(-c3ccc(Cl)cc3)cs2)n1 | 7 | -5 | 2 | 17 | 94* | 12 | 11 | 6 | 32 | 12 | -14
COc1ccccc1CCNC(=O)CCn1c(=O)oc2ccccc21 | 9 | 4 | -30 | -4 | 1 | 7 | -2 | 5 | -22 | 12 | -4
O=C(CNC(=O)c1cccc(Cl)c1)NCC(c1cccs1)N1CCOCC1 (configuration not stated) | -21 | -11 | 11 | -1 | 12 | -3 | -7 | -9 | 5 | 1 | 17
O=c1c2ccccc2nc(CSc2nnnn2-c2ccccc2)n1-c1ccccc1 | 1 | -20 | 8 | 4 | -1 | -3 | 14 | 10 | 7 | -11 | 3
O=C1CN(C(=O)/C=C/c2cc(Br)ccc2F)CCN1 | -1 | -3 | 7 | -30 | -21 | -5 | -17 | -3 | 4 | 1 | -9
CCOc1ccc(N2CC(C(=O)Nc3nnc(C4CCCCC4)s3)CC2=O)cc1 (configuration not stated) | -5 | -7 | 2 | -6 | -3 | -8 | 11 | -2 | -18 | 3 | 5
CN(Cc1cnccn1)Cc1c(C(=O)N2CCc3ccccc3C2)nc2ccc(Cl)cn12 | 1 | 5 | 6 | -11 | -9 | -7 | -9 | -5 | -22 | -5 | -5
CCOc1ccccc1NC(=O)C1CCCN(S(=O)(=O)c2ccccc2)C1 (configuration not stated) | -3 | -3 | 7 | 6 | -11 | -1 | 19 | -9 | 17 | 1 | 4
O=C1CCCC2=C1C(c1ccc(Cl)cc1)C1C(=O)c3ccccc3C1=N2 (configuration not stated) | 18 | -8 | 20 | 8 | -9 | 4 | -11 | -9 | 8 | 32 | 14
COc1ccc(C(=O)N2CCC(O)(c3ccc(F)cc3)CC2)cc1OC | 11 | 3 | 11 | 17 | -1 | 0 | -7 | 5 | 0 | -19 | 4
COc1ccc(CNC(=O)c2ccc(CS(=O)(=O)Cc3ccccc3F)o2)cc1 | 3 | -4 | 15 | 10 | -7 | -9 | -7 | 3 | 11 | -3 | -1
C=CCN1CCN(C(c2ccccc2)c2nnnn2CCC(C)C)CC1 (configuration not stated) | 0 | 2 | 13 | -2 | 5 | 2 | 7 | -1 | -2 | -8 | -6

Some of the compounds tested. The share of hits here may be higher or lower than overall.
